# Arrestin-AP2 inh: human beta-arrestin and AP2 interaction inhibition; FITC-arrestin peptide / GST-AP2 beads, flow cytometry; AP2 beta2 appendage carries R879A mutation; inhibition, % at 10 µM; actives 0.31% (n = 340,000);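 active means inhibition above a set limit, near 3 SD of compounds lacking own fluorescence, cut at about 54% in these data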;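 further: plate controls were DMSO wells for no effect and 5 µM unlabelled arrestin peptide for full effect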
#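 System: GST-AP2 R879A bound to glutathione beads, E. coli-expressed. Also added: 50 nM FITC-arrestin peptide. Schedule: compound with beads 12 min RT, then probe 1 h RT. Signal: bead flow cytometry, FITC channel. Read-out basis: percent response.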
# V-ATPase pH: regulators of yeast V-ATPase proton transport | AID 504577 | S. cerevisiae, pHLuorin cytosolic pH fluorescence | response, % at 10 µM | actives 0.37% (n = 350,000); in the data active means response mostly above about 7.3%, no sharp cut-off; inactive means mostly below about 5.4%; further: actives read high; inactives centre near 0; some compounds called inactive have numbers as strong as hits; reference of the scale not given here
# cardiac RTF act: increases calcium sensitivity of human cardiac regulated thin filaments | P19429+P45379 | IANBD-labeled TnC RTF fluorescence at EC20 calcium; 0% EC20 calcium, 100% full calcium | activation, % at 7.2 µM | actives 0.24% (n = 340,000) | AID 493008;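 active means activation above the mean over all tested compounds plus 3 SD, cut at about 30% in these data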;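 further: rise in fluorescence read as greater calcium sensitivity of cardiac thin filaments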
# C-LANA FP: blocks KSHV LANA C-terminal domain binding to DNA | MBP-C-LANA/FAM-LBS DNA binding, fluorescence polarization | inhibition, % at 9 µM | actives 0.078% (n = 340,000);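 active means highest replicate inhibition at or above 60% at 9 µM, even if other replicates fall short; inactive means all replicates below 60% inhibition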;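 further: 0% = neutral control wells and 100% = 4 µM acridine orange control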
# Keap1-Nrf2 PPI: inhibitors of human Keap1-Nrf2 protein-protein interaction. Q14145. Keap1 Kelch-Nrf2 peptide fluorescence polarization, 1536-well. inhibition, % at 9.4 µM. actives 0.15% (n = 340,000). AID 504523; in the data active means inhibition above about 12%;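 further: human Keap1 Kelch domain with fluorescein labeled Nrf2 9mer peptide probe; 0% = neutral control wells and 100% = peptide positive control; higher means more block of Keap1 binding to Nrf2 peptide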
# MOR-DOR inv ag: mu-delta opioid heterodimer inverse agonism | P35372+P41143 | cell-based MOR-DOR heterodimer luminescence | inhibition, % at 9.3 µM | actives 0.21% (n = 340,000) | AID 504357; in the data active means inhibition above about 22%, passing the limit was not always enough;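 further: 0% = cells with DMSO and 100% = wells without cells with DMSO; values of inactives mirror those of a sister screen read the other way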
# Cardiac RTF inh: cardiac RTF calcium desensitization | IANBD-labeled cardiac RTF, Ca2+ fluorescence | AID 493244 | actives 0.12% (n = 340,000) | inhibition, % at 7.15 µM | P19429+P45379;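 active means inhibition above the mean inhibition of all tested compounds plus 3 SD, cut at about 17% in these data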;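 further: assay run at fixed EC70 calcium of 1.6 mM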
# Wnt act: activators of Wnt/beta-catenin signaling. activation, % at 9.35 µM. actives 1.2% (n = 300,000). Wnt/beta-catenin reporter cell assay, activator, plate reader; in the data active means activation above about 30%, passing the limit was not always enough;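 further: 0% = neutral control wells and 100% = positive control wells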
# DSG3 Ab inh: human desmoglein-3 autoantibody binding inhibition; DSG3-coupled beads, scFv-anti-DSG3-GFP binding, flow cytometry; hits give low values; actives 0.48% (n = 310,000); P32926; binding (percent of control), % at 10 µM;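 active means binding more than 3 SD below its plate's average and above zero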;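 further: hits lower antibody fragment binding to DSG3; some compounds called inactive have numbers as strong as hits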
# Target sequence (P32926 whole entry, looked up, the tested form may be a part): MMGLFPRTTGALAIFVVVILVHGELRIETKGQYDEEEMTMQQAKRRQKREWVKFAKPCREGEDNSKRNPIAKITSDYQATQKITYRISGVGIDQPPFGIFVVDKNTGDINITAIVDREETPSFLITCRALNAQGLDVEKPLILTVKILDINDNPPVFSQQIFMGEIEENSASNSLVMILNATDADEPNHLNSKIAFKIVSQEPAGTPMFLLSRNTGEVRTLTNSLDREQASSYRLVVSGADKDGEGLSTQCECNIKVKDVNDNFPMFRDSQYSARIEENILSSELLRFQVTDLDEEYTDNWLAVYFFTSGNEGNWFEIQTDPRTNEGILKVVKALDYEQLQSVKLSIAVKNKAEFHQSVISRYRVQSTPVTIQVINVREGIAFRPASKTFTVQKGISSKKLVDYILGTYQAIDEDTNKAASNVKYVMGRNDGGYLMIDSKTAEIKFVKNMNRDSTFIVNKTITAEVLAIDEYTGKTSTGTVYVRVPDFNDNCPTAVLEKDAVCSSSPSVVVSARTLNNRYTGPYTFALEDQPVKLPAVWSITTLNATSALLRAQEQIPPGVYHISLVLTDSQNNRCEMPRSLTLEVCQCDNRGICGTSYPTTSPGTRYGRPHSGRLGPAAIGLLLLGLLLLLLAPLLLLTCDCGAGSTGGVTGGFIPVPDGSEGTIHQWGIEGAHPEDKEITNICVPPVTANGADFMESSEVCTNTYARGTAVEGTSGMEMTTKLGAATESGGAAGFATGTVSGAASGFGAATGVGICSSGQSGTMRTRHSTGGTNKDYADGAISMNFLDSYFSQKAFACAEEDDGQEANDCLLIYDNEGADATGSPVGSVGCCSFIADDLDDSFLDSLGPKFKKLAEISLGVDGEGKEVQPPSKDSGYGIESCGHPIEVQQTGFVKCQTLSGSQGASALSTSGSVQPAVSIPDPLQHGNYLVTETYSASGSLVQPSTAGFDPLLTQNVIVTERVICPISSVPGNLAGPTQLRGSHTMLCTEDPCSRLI
# MOR-DOR ag: OPRM1-OPRD1 heterodimerization agonism. activation, % at 9.3 µM. actives 0.3% (n = 340,000). AID 504326. P35372+P41143. cells, luminescence; in the data active means activation above about 18%;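 further: 0% = vehicle-treated cells and 100% = reference agonist; values of inactives mirror those of a sister screen read the other way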
# Starred values were filed as active, the others as inactive; . = not tested or not shown.
SMILES,Arrestin-AP2 inh,V-ATPase pH,cardiac RTF act,C-LANA FP,Keap1-Nrf2 PPI,MOR-DOR inv ag,Cardiac RTF inh,Wnt act,DSG3 Ab inh,MOR-DOR ag
Cc1cccc(C)c1NC(=S)NC(=O)c1ccc(Br)o1,-12.4,0.4,4.0,3.0,2.4,-7.8,0.5,-3.8,100.8,1.5
Cc1cccc2sc(N3CCN(C(=O)c4cccs4)CC3)nc12,-8.3,2.0,2.5,1.2,-2.1,9.5,-3.8,-1.7,111.7,-1.7
COc1ccc(OC)c(NC(=O)CN2C(=O)NC3(CCOc4ccccc43)C2=O)c1 (centres undefined),4.7,2.7,8.5,0.2,2.9,12.8,-1.0,.,87.5,-2.2
O=C(NNS(=O)(=O)c1ccc2ccccc2c1)c1cc(-c2ccccn2)nc2ccccc12,5.1,5.1,-8.9,0.6,2.8,-2.0,-22.3,-1.5,83.3,0.4
COc1cccc(-n2c(CCn3nc(C)c([N+](=O)[O-])c3C)n[nH]c2=S)c1,26.9,9.7*,3.2,0.0,0.6,-2.1,2.0,-5.5,99.0,0.4
O=C(C(c1ccccc1)c1ccccc1)N1CCN(Cc2ccco2)CC1,6.8,7.0,4.9,0.6,0.4,4.0,-2.8,.,94.1,-0.7
COc1ccc(NC(=O)CCCn2c(=O)c3sccc3n(Cc3ccc(C)cc3C)c2=O)cc1,-9.3,-0.1,-2.8,-0.3,0.8,18.4,-0.3,-3.8,108.2,-3.5
CCCCCOc1ccc(OC(=O)c2ccncc2)cc1,15.2,-0.6,1.9,0.8,2.0,-0.1,3.3,.,77.5,0.0
O=C(Cc1ccccc1)N(c1ccccc1)c1ccccc1,8.9,7.1,5.0,-0.1,-4.2,6.0,-6.2,3.3,108.4,-1.2
CSCCC(NC(=O)c1cccc(S(=O)(=O)N2CCN(C(C)=O)CC2)c1)c1nc2ccccc2[nH]1 (centres undefined),-1.3,3.1,-4.2,2.6,-2.5,12.9,-5.2,1.0,.,-3.4
COc1ccc(CC(=O)N/N=C(\C)CC(=O)NCc2ccco2)cc1OC,3.1,-2.6,5.7,1.2,-5.0,9.4,-5.4,5.5,.,-1.9
CCCC(=O)Nc1nnc(SCC(=O)NCc2ccco2)s1,9.4,-5.5,-1.5,0.9,1.0,-0.8,2.3,3.3,109.8,0.1
CCCn1c(SCC(=O)c2c(C)[nH]c(C)c2C(=O)OCC)nc2ccccc21,9.2,-1.4,4.2,0.6,-1.9,3.3,-4.5,-1.1,103.1,-0.7
Nn1c(SCC(=O)Nc2cc(C(F)(F)F)ccc2Cl)nncc1=O,8.8,-3.8,4.5,-0.7,-2.2,11.9,-3.8,-1.8,43.4,-2.2
O=C(OCC(=O)N1CCCC1)c1ccccc1O,-6.9,-80.0,-3.0,0.5,-5.1,10.7,-18.5,17.0,.,-1.7
O=C(c1cccs1)N1CCCC(c2nc3c(nnn3Cc3ccccc3Cl)c(=O)[nH]2)C1 (centres undefined),24.9,1.6,4.1,0.0,1.2,6.8,8.3,-2.1,92.2,-1.2
C=CCn1c(Cc2csc(N)n2)nnc1SCC(=O)OCC,-4.5,0.9,0.6,0.1,1.9,2.3,-5.8,-0.8,100.2,-0.4
O=C(COc1ccc(C(=O)NCCc2ccccc2)cc1)Nc1ccccc1,-1.6,4.4,5.4,-0.8,-6.2,4.4,3.3,0.2,.,-0.9
Cc1cc(C)nc(SCCn2c(N(C)Cc3ccccc3)nc3c2c(=O)n(C)c(=O)n3C)n1,2.5,4.8,-0.8,1.5,-1.1,-0.9,0.1,-1.8,97.4,0.2
COc1cc(CN2CCC(C(N)=O)CC2)ccc1OCc1ccccc1,0.1,-1.6,-2.8,-0.5,-2.6,9.4,-3.7,8.5,112.7,-1.9
CN(CC(=O)NCCN1CCOCC1)S(=O)(=O)c1ccc(F)cc1,-15.3,-2.4,2.3,0.0,-1.3,4.0,-7.6,-2.7,.,-0.6
COc1cccc(-c2nn(-c3ccccc3)cc2CN(C)Cc2ccon2)c1,-2.8,4.1,2.9,1.5,-6.7,-24.2,6.3,0.0,100.3,3.5
COc1ccccc1NC(=O)C1CCCN(S(=O)(=O)c2ccccc2)C1 (centres undefined),6.7,-0.1,0.5,1.5,-4.7,15.6,-0.5,-1.2,.,-2.9
CCOc1ccc(/C=C/C(O)=C2/C(=O)N(C)C3(C)CC2c2ccccc2O3)cc1OC (centres undefined),-44.3,2.4,2.0,-7.6,-4.0,4.6,-18.0,-14.4,90.6,-0.8
Cc1ccc(NC(=O)CN2C(=O)C3CC=C(Cl)CC3C2=O)cc1 (centres undefined),18.4,-1.3,3.6,1.3,-1.8,-3.2,-1.0,-1.6,77.6,0.5
CC(OC(=O)CNC(=O)C12CC3CC(CC(C3)C1)C2)C(=O)Nc1ncc(Cl)cc1Cl (centres undefined),-12.2,1.3,-1.9,-1.2,-1.0,2.7,-0.1,.,102.2,-0.5
COc1cc(NC(=S)NCCc2ccccc2)c(OC)cc1NC(=O)C(C)C,30.8,-2.8,3.7,0.5,-0.5,15.7,-0.7,-1.9,83.7,-3.0
O=C(COc1cccc2cccnc12)N/N=C1\SCC(=O)N1Cc1ccccc1,6.3,-3.7,4.7,-1.1,-5.2,4.7,2.9,.,106.5,-0.8
CCOc1ccc(-c2cc(C(=O)Nc3ccc4c(c3)OCCO4)c3ccccc3n2)cc1,-1.6,-5.9,5.9,1.1,-0.3,2.8,-1.6,.,102.9,-0.5
Cc1cccc(N(C(=O)c2nsc(Cl)c2Cl)C(C(=O)NC2CCCC2)c2ccc(O)cc2)c1C (centres undefined),4.8,0.9,0.1,0.1,-1.0,-13.8,-0.2,1.1,105.1,2.0
COc1ccc(N2CC(=O)N(c3ccc(OC)c(OC)c3)CC2=O)cc1OC,17.4,-3.9,-0.3,2.3,-1.3,-0.6,-9.6,.,122.4,0.1
c1ccc(Nc2nc(N3CCOCC3)c3ccccc3n2)cc1,9.8,-0.2,-3.5,0.3,1.5,-3.7,2.2,.,102.4,0.6
NC(=O)COC(=O)CNC(=O)c1ccc(Cl)cc1,-10.3,0.7,2.5,1.2,1.9,6.9,-15.8,.,.,-1.2
CC1(c2ccccc2)NC(=O)N(CC(=O)N2CCN(S(=O)(=O)c3ccccc3[N+](=O)[O-])CC2)C1=O (centres undefined),1.6,0.5,3.6,2.0,-0.8,12.7,-3.7,0.8,117.2,-2.2
O=C(COC(=O)c1cc(S(=O)(=O)Nc2ccccc2Cl)ccc1O)Nc1nc2ccccc2s1,-6.1,3.1,1.4,3.9,2.7,10.0,-9.8,0.7,96.1,-2.2
COCCCNC(=O)C1CCN(C(=O)Nc2ccc(Cl)cc2)CC1,-2.3,0.0,-3.2,2.9,-4.2,11.6,-1.3,.,105.7,-2.7

# Pulled by structure from the entries so far:
SMILES,Arrestin-AP2 inh,V-ATPase pH,cardiac RTF act,C-LANA FP,Keap1-Nrf2 PPI,MOR-DOR inv ag,Cardiac RTF inh,Wnt act,DSG3 Ab inh,MOR-DOR ag
CC(OC(=O)CNC(=O)C12CC3CC(CC(C3)C1)C2)C(=O)Nc1ncc(Cl)cc1Cl (centres undefined),-12.2,1.3,-1.9,-1.2,-1.0,2.7,-0.1,.,102.2,-0.5
CC1(c2ccccc2)NC(=O)N(CC(=O)N2CCN(S(=O)(=O)c3ccccc3[N+](=O)[O-])CC2)C1=O (centres undefined),1.6,0.5,3.6,2.0,-0.8,12.7,-3.7,0.8,117.2,-2.2

# Following part
SMILES,Arrestin-AP2 inh,V-ATPase pH,cardiac RTF act,C-LANA FP,Keap1-Nrf2 PPI,MOR-DOR inv ag,Cardiac RTF inh,Wnt act,DSG3 Ab inh,MOR-DOR ag
CC(C)NC(=O)Cn1c(SCC(=O)N2CCc3ccccc3C2)nc2ccccc21,0.9,2.4,5.2,-2.9,-2.7,.,-1.6,.,100.3,.
Cc1c(Nc2cc(Cl)c3nonc3c2[N+](=O)[O-])c(=O)n(-c2ccccc2)n1C,32.0,4.0,1.3,0.2,-6.5,46.0*,-2.1,-6.3,92.2,-9.1
Cn1c(=O)c2c(ncn2CC(=O)OCC(=O)NC(c2ccccc2)c2ccccc2)n(C)c1=O,37.8,4.6,-2.3,0.8,-5.4,14.8,2.5,.,103.4,-2.8
CC(C)Cc1nc(SCC(=O)NCC2CCCO2)c2c(=O)n(C)c(=O)n(C)c2n1 (centres undefined),-19.2,-0.9,0.2,-1.0,0.8,20.6,-3.2,0.9,110.8,-6.3
Cn1c(=O)c(=O)n(C)c2cc(S(=O)(=O)N3CCN(c4cccc(C(F)(F)F)c4)CC3)ccc21,2.1,0.3,5.1,0.1,-2.7,14.3,-5.4,-0.5,70.6*,-2.7
Cc1cc(CNC(=O)CC2C(=O)NCCN2Cc2ccccc2)nn1C (centres undefined),-3.4,1.7,5.3,1.7,-0.2,14.2,-13.8,-0.6,101.3,-2.8
CC(C)(SC(=S)N1CCCCCC1)C(=O)O,4.3,5.9,3.4,-0.7,-7.6,17.5,-2.7,-8.5,107.2,-3.6
O=C(N/N=C/c1ccc(OC(=O)c2ccccc2)cc1)c1ccc(CN2CCOCC2)cc1,16.7,-1.1,6.4,-0.4,0.6,-39.6,-9.3,-1.9,99.2,6.8
COc1cccc(/C=C/C(=O)OCC(=O)NCCC2=CCCCC2)c1OC,-13.9,7.8,-3.4,0.8,-5.8,9.4,3.4,-3.1,100.7,-2.4
Cc1ccc(NC2OC(CO)C(O)C(O)C2O)cc1 (centres undefined),12.4,-5.6,-3.6,-1.0,-2.9,2.3,-14.9,.,86.8,-0.4
COC(=O)C1CCN(Cc2cc(=O)oc3cc(OC)ccc23)CC1,16.9,3.9,10.6,-1.3,-4.4,16.9,-4.2,2.1,119.6,-3.0
NC(=O)c1c(NC(=O)c2cccnc2)sc2c1CCCCC2,19.6,-0.3,-1.2,-1.4,-3.3,9.3,-7.7,24.1,93.1,-1.9
CCN(CC)C(=O)C1CCCN(Cc2sccc2C)C1 (centres undefined),33.9,0.0,-6.7,0.9,0.4,14.3,-3.9,-1.7,99.6,-2.5
O=C(CSCc1ccc(F)cc1)NC1CCCC1,-4.5,-1.6,0.6,-0.1,-1.8,14.6,-2.8,.,100.1,-2.5
O=C(O)c1ccc(OC2CSC2)cc1,8.8,2.7,7.3,1.3,-0.2,9.8,-1.8,.,106.4,-1.8
OC(CNCCN1CCNCC1)Cc1ccccc1 (centres undefined),39.5,-2.1,-6.1,-1.7,1.1,15.4,-2.2,0.3,95.1,-3.1
COc1ccc(S(=O)(=O)N2CCN(CC(=O)NCC3(N4CCOCC4)CCCCC3)CC2)cc1,9.4,3.0,5.0,-2.4,3.9,0.9,-10.7,-2.3,.,-0.2
CCOC(=O)C1CCCN(C(=O)c2cc(S(=O)(=O)N3CCCCCC3)ccc2OC)C1 (centres undefined),22.5,-0.6,2.2,-1.3,-2.2,9.1,-4.7,2.0,.,-2.4
CC(=O)NNC(=O)CCn1nnc2ccccc21,15.6,-1.4,-1.5,0.7,-2.5,2.0,0.5,-1.5,102.9,-0.4
CCCCN(C(=O)c1cc2c(s1)CCCCC2)c1c(N)n(CCC)c(=O)[nH]c1=O,25.7,-3.7,2.4,-0.4,4.0,7.5,-12.3,5.9,.,-2.0
CC1CCN(C(=O)COC(=O)c2ccc(Cl)nc2)CC1,-9.1,-0.6,-1.9,-0.4,-1.5,9.2,-13.4,1.5,97.5,-2.4

# From PubChem
